mIDH1 inhibitor: inhibitors of human mutant IDH1 R132H. O75874. IDH1-R132H enzyme, NADPH consumption, diaphorase/resazurin fluorescence. Potency, µM (top dose mostly 76.6 µM), without a hit: at the highest dose activity change, negative = inhibition, most hits filed as inhibitors. hit rate 0.093% among 390,000. AID 602179; note: potency is the fitted concentration of half-maximal effect; % is set by controls: 0 for no effect and ±100 for the full control effect; nearly all actives have a fitted effect of over 65% in size
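IDH1-R132H (0.5 ug/mL dispensed) in pH 7.5 Tris buffer was preincubated 30 min with compound, then given a substrate mix of 0.016 mM NADPH and 2 mM alpha-KG for 80 min at room temperature; remaining NADPH was read by diaphorase/resazurin fluorescence.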
Vif-APOBEC3F blk: blocks the Vif interaction with APOBEC3F. HeLa A3F-eYFP + Vif (tagged APOBEC3F with the HIV-1 protein that degrades it), YFP fluorescence increase. Potency, µM (titrated, usually from 46.1 µM), for inactives: at the top dose activity, negative = active. hit rate 0.2% among 390,000. AID 602313; note: potency is the fitted concentration of half-maximal effect; % of control where 0% means no effect; nearly all actives have a fitted effect of over 65% in size
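HeLa cells stably expressing A3F-eYFP plus Vif, plated and incubated overnight at 37 deg C, then exposed to compounds overnight at 37 deg C. Blocked degradation read as raised yellow fluorescence (Ex 488/Em 500-530).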
RXFP1 agonist: activates the human relaxin receptor RXFP1; Q9HBX9; HEK293T-RXFP1 cAMP TR-FRET, 30 min; response scale: percent of porcine relaxin response, buffer zero; Potency, µM (series often up to 57.5 µM), without a hit: at the highest dose activation, most hits filed as activators; hit rate 0.3% among 370,000; AID 2676; note: potency is the fitted concentration of half-maximal effect; % is set by controls: 0 for no effect and ±100 for the full control effect; nearly all actives have a fitted effect of over 60% in size; many of its hits are not listed in these tables
Target sequence (Q9HBX9 whole entry, looked up): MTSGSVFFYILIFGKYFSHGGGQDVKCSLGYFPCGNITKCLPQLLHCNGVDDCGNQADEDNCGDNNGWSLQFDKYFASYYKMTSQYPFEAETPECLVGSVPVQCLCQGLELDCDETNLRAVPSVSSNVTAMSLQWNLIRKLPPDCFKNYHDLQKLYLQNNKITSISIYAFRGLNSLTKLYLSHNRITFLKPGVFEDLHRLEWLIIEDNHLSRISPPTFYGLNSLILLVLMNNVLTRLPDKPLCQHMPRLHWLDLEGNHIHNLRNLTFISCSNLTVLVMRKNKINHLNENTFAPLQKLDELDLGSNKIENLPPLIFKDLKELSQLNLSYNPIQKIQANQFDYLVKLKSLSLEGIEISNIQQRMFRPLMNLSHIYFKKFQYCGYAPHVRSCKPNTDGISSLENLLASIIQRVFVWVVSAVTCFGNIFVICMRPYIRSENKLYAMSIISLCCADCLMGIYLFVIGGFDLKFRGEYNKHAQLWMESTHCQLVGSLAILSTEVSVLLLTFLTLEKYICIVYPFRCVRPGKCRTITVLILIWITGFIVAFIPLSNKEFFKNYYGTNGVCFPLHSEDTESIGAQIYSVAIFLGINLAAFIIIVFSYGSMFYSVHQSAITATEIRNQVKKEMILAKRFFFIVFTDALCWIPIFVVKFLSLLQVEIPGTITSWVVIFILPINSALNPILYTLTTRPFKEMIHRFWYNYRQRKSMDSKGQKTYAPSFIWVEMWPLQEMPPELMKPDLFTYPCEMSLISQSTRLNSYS
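Agonist response is measured as cAMP accumulation in an RXFP1-transfected HEK293T line under PDE4 inhibition. Values are scaled between buffer-only and 29 nM porcine relaxin, and EC50s come from standard Hill equation fits.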
Vif-A3G inh: Vif-A3G binding inhibition; HeLa A3G-eYFP + Vif (tagged APOBEC3G with the HIV-1 protein that degrades it), YFP fluorescence, overnight; Potency, µM (top dose mostly 46.1 µM), inactives show at the highest dose activity, negative = active, usual class: inhibitors; hit rate 0.076% among 410,000; AID 602310;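 note: potency is the fitted concentration of half-maximal effect; % is set by controls: 0 for no effect and ±100 for the full control effect; nearly all actives have a fitted effect of over 60% in size; hits raise eYFP signal because A3G escapes Vif-driven loss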
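HeLa cells stably expressing Vif and C-terminally eYFP-tagged A3G, seeded overnight at 37 deg C, then exposed to compound by pintool overnight at 37 deg C. Rise in yellow fluorescence (Ex 488/Em 500-530, Acumen) marks blocked Vif-driven A3G degradation.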
TrxR1 substrate: is turned over as a substrate by rat TrxR1; hit rate 0.01% among 390,000; Potency, µM (doses to about 114 µM), for the others: at the top dose activity change, negative = substrate turnover; O89049; purified TrxR1 substrate turnover, NADPH consumption readout; note: potency is the fitted concentration of half-maximal effect; % is set by controls: 0 for no effect and ±100 for the full control effect; nearly all actives have a fitted effect of over 50% in size
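Rat TrxR1, dispensed at 90 nM, was prereduced with 400 uM NADPH (final) for 5 min at ~22 deg C, then incubated with compound 15 min before 400 uM selenite. A first-read NADPH fluorescence drop versus no-compound background flagged substrates.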
USP1-UAF1 inh: inhibitors of human USP1/UAF1 deubiquitinase | O94782 | recombinant USP1/UAF1, Ub-Rhodamine cleavage fluorescence | Potency, µM (top dose mostly 57.1 µM), inactives show top-dose activity change, negative = inhibition, actives largely listed as inhibitors | hit rate 0.23% among 390,000 | AID 743255; note: potency is the fitted concentration of half-maximal effect; % is set by controls: 0 for no effect and ±100 for the full control effect; nearly all actives have a fitted effect of over 60% in size; inactives centre near -12
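In this screen, compounds sit with the deubiquitinase complex (1nM) for 15 min at room temperature before Ub-Rho is added at 150nM final. Fluorescence rise is then followed for 6 reads every 60 seconds.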
PI4K2A inh: inhibitors of human PI4K2A; hit rate 0.13% among 420,000; purified PI4K2A, ADP-Glo luminescence, 1 h; stronger effect = lower value; AID 1346378; activity change, negative = inhibition, % at 76.9 µM; Q9BTU6; in the data active = activity change below about -50%; inconclusive = mostly about -30% to -49%;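 note: -100% = wells without enzyme as full effect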
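ADP-Glo luminescence measured ADP generated by PI4K2A enzyme (4 ug/mL before mixing) with 1.2 mM PI substrate (pre-mix) and 300 microM ATP (pre-mix). Tris pH7.5 buffer with MgCl2, Triton X-100; 1 h reaction at ambient temperature.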
Glioma ERSR ind: inducers of ER stress response in human glioma cells | U87-MG GRP78 promoter luciferase reporter, 16 h | Potency, µM, inactives show top-dose activation, most hits filed as activators | hit rate 0.02% among 420,000; note: potency is the fitted concentration of half-maximal effect; series mostly up to about 76 µM; % of control where 0% means no effect; nearly all actives have a fitted effect of over 35% in size
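ERSR induction read as luciferase luminescence (Bright-Glo, 10 min at room temperature) in stably transfected human U87-MG glioma cells exposed to compounds for 16 h, using GRP78 as sensor.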
LDHA block: inhibitors of human lactate dehydrogenase A; hit rate 0.15% among 480,000; purified LDHA, NADH/diaphorase-resazurin fluorescence; stronger effect = lower value; activity change, % (values are at about 110 or 230 µM); AID 1347041; P00338; in the data active = activity change below about -30%; inconclusive = mostly about -25% to -30%;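 note: plate controls were DMSO wells for no effect and wells without enzyme for full effect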
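Resorufin fluorescence (ex540/em590), read at 0 and 20 min after diaphorase/resazurin addition, reports the NADH left after a 5 min room-temperature reaction of 2 nM human LDH5 with 0.06 mM NADH and 0.2 mM pyruvate.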
Active calls of the source: *; ? = inconclusive; . = no result given; & = joins results of further samples; [ ] = dose if it differs, or a comment. Unless noted, calls come from the whole dose curve; as a rule, active = well fitted curve in the direction sought with a large enough effect; inconclusive = small, poorly fitted or top-dose-only effect, or another doubt; inactive = no such curve, though single readings can be large; an effect the other way counts as inactive or inconclusive.

SMILES	mIDH1 inhibitor	Vif-APOBEC3F blk	RXFP1 agonist	Vif-A3G inh	TrxR1 substrate	USP1-UAF1 inh	PI4K2A inh	Glioma ERSR ind	LDHA block
COc1cccc(C(=O)NC2=NCCS2)c1OC	1%	3%	-0.5%	0%	2%	10%	-6	2%	-6
Cn1c(CCN2CCOCC2)nc2cc(NC(=O)c3cccs3)ccc21	9%	-21%	2.8%	1%	-1%[57.1 µM]	-7%	14	0%	1
Cc1ccccc1-n1nc2c(c1NC(=O)C1CC1)CS(=O)(=O)C2	-2%	-8%	.	2%	.	-23%	1	0%	0
CC(CN1CCN(Cc2ccccc2)CC1)OC(=O)c1ccco1 (configuration not stated)	-9%	0%	-0.7%	1%	3%	2%	2	-5%	-11
CCCCOc1ccc(C(=O)N/C(=C/c2cccc([N+](=O)[O-])c2)C(=O)O)cc1	-7%	2%	0.1%	2%	9%	-19%	-14	-3%	1
CC(C)OP(=O)(OC(C)C)C(Nc1ccc(C(=O)O)cc1)c1ccccc1 (configuration not stated)	-8%	-9%	-0.3%	1%	11%	-6%	0	-1%	-7
CCOC(=O)c1ccc(NC(=O)c2c(NCc3ccccc3)[nH]c(=O)[nH]c2=O)cc1	2%	3%	.	-2%	10%	-27%	-1	1%	-3
CCc1nc2ccc(C(=O)Nc3cccc(OC)c3)cn2c1N(CC)CCN(C)C	.	.	.	-4%	.	.	2	-1%	-3
CN1CCN(c2ccc(CNC[C@H]3O[C@@H](n4cnc5c(=O)[nH]c(N)nc54)[C@H](O)[C@@H]3O)c(F)c2)CC1	.	.	.	0%	.	.	-4	1%	-3
O=C(Nc1nc2ccc(S(=O)(=O)N3CCCC3)cc2s1)c1cccs1	4%	0%	0.3%	-3%	-7%[57.1 µM]	-20%	-8	-1%	-2
O=C(CSc1nnc(-c2ccncc2)n1-c1ccc(Cl)cc1)N1CCOCC1	0%	-1%	-0.1%	0%	8%	-11%	2	6%	-5
N#Cc1c(-c2ccccc2)cc(-c2ccccc2)nc1SCC(O)CS(=O)(=O)Cc1ccccc1 (configuration not stated)	0%	0%	0.2%	2%	-3%	-24%	4	-3%	-9
CCCn1nc(C(=O)Nc2ccc(S(=O)(=O)Nc3ncccn3)cc2)c2ccccc2c1=O	1%	-17%	4.2%	1%	-1%	-15%	1	-2%	-8
Nc1nc(NCCOCCO)nc(NCC2CCCO2)c1[N+](=O)[O-] (configuration not stated)	-1%	2%	3.5%	0%	-11%	-5%	3	-1%	-12
Cc1cc(NC(=O)CSc2ccc(Cl)cc2)no1	1%	-2%	-1.6%	-4%	8%	-20%	1	0%	-7
CC(C)(C)NC(=O)C(c1ccc(F)cc1)N(CC1CCCO1)C(=O)CCC(=O)Nc1ccccn1 (configuration not stated)	5%	9%	0.2%	0%	11%[57.1 µM]	-15%	-11	-1%	0
Cc1ccc(CNC(=O)c2cc(S(=O)(=O)N3CCCCCC3)cn2C)cc1	12%	-8%	2.4%	-2%	1%[57.1 µM]	-27%	0	-2%	1
COc1ccccc1N(CC(=O)NC(C)(C)C)C(=O)C1CSC(=O)C1 (configuration not stated)	1%	5%	1.8%	0%	7%[57.1 µM]	-16%	5	2%	-8
O=[N+]([O-])c1ccc(O)c(/C=N\N=C2c3ccccc3-c3ccccc32)c1	10%	-13%	0.7%	-20%	-16%	1%	2	-5%	2
CSc1nc(O)cc(=O)n1-c1ccc(F)cc1	11%	9%	-0.1%	2%	6%[57.1 µM]	-5%	-2	-2%	-4
CCN1CCN(c2ccc(S(=O)(=O)N3CCCCC3)cc2NC(=O)c2cc3ccccc3o2)CC1	-7%	2%	4.4%	1%	-1%	-5%	0	-4%	-9
S=C(NCc1ccco1)N1CCN(c2ccccn2)CC1	7%	8%	1.9%	-3%	14%	9%	3	-1%	-6
CCOC(=O)C1CCN(C(=O)CSCc2nc(-c3ccc(OCC)cc3)oc2C)CC1	25%	-1%	1.7%	-8%	-5%	-3%	10	-1%	-2&1
O=C(NNC(=O)c1ccc2ccccc2c1O)c1ccccc1Cl	16%	-2%	-0.9%	-8%	-8%[57.1 µM]	-18%	6	3%	22
CC(C)Cn1c(=O)c2c(nc3n2CCS3)n(C)c1=O	3%	1%	17%	-2%	4%[57.1 µM]	-11%	-1	-6%	3
CCCN(CCC)CC(O)Cn1cc(/C=C/C(=O)c2ccc(OCC)cc2)c2ccccc21 (configuration not stated)	-10%	?	0.8%	?	-3%	-22%	2	-11%	4
Cc1cccc(-c2noc(-c3ccc(F)cc3)n2)c1	2%	-6%	-0.9%	3%	-3%	-5%	-7	17%	-11
NC(=O)C1C(=O)c2ccccc2C1(C[N+](=O)[O-])c1ccccc1 (configuration not stated)	-5%	?	.	-8%	0%	?	-9	1%	7
Cc1nnc(-c2ccc(Oc3ccc(Cl)cc3)c([N+](=O)[O-])c2)o1	10%	6%	1.4%	-8%	1%	-19%	-2	4%	-3
CCSc1nnc(-c2cc(Br)ccc2NC(C)=O)c(=O)[nH]1	0%	-5%	0.0%	4%	-1%	-11%	-2	-1%	-5&-5
Cc1ccc(COCCN2CCN(S(=O)(=O)c3ccccc3)CCC2=O)cc1	0%	3%	-4.4%	-5%	5%	-17%	-1	-1%	-3
C=C(C)CCC1(C)NC(=O)N(c2ccccc2)N1 (configuration not stated)	10%	-2%	3.7%	0%	2%[57.1 µM]	-18%	5	1%	1
COc1cc(C2C3=C(COC3=O)Oc3cc4c(cc32)OCO4)cc(OC)c1OC (configuration not stated)	-1%	0%	.	-42%&-45%	9%[57.1 µM]	-3%	8	-5%&2%	1&-3
O=C(NCc1ccc2c(c1)OCO2)c1cc(-c2ccccn2)nc2ccccc12	20%	0%	2.0%	-2%	4%[57.1 µM]	-10%	-8	-2%	-15
CCCc1cc(C(=O)Nc2cccnc2Cl)no1	-2%	5%	1.3%	0%	14%[57.1 µM]	-5%	-1	0%	-12
CCCOc1ccc(C2c3c(oc4ccccc4c3=O)C(=O)N2CCN(CC)CC)cc1OC (configuration not stated)	7%	-15%	-1.2%	-1%	14%	-20%	-1	8%	4
Cc1ccccc1NC(=S)NCC(c1cccnc1)N(C)C (configuration not stated)	2%	0%	0.3%	0%	7%[57.1 µM]	-21%	-3	-3%	-4
Cn1c(/C(C#N)=C(\O)c2ccc([N+](=O)[O-])cc2)nc2ccccc21	9%	1%	6.0%	1%	0%	-16%	-1	0%	1
O=[N+]([O-])c1ccc(O)c(Nc2ncnc3ccc(Br)cc23)c1	0%	16%	2.8%	-1%	0%[57.1 µM]	-20%	2	1%	-11
CCOc1ccc(NC(=O)CN(C)S(=O)(=O)c2ccc3c(c2)c(=O)n(C)c(=O)n3C)cc1	-4%	-2%	0.2%	3%	-3%	-3%	-5	3%	-4
O=C(c1ccncc1)N1CCc2ccccc2C1	-8%	-12%	1.9%	-1%	0%	-5%	-7	-2%	-3
Cc1ccc(S(=O)(=O)C2(C(=O)N(C)C3CCCCC3)CC2)cc1	2%	2%	-3.5%	-1%	7%[57.1 µM]	-3%	4	-2%	1

Part of the list above, bar-delimited:
SMILES | mIDH1 inhibitor | Vif-APOBEC3F blk | RXFP1 agonist | Vif-A3G inh | TrxR1 substrate | USP1-UAF1 inh | PI4K2A inh | Glioma ERSR ind | LDHA block
COc1cc(C2C3=C(COC3=O)Oc3cc4c(cc32)OCO4)cc(OC)c1OC (configuration not stated) | -1% | 0% | . | -42%&-45% | 9%[57.1 µM] | -3% | 8 | -5%&2% | 1&-3
O=C(NCc1ccc2c(c1)OCO2)c1cc(-c2ccccn2)nc2ccccc12 | 20% | 0% | 2.0% | -2% | 4%[57.1 µM] | -10% | -8 | -2% | -15
CCCc1cc(C(=O)Nc2cccnc2Cl)no1 | -2% | 5% | 1.3% | 0% | 14%[57.1 µM] | -5% | -1 | 0% | -12
CCCOc1ccc(C2c3c(oc4ccccc4c3=O)C(=O)N2CCN(CC)CC)cc1OC (configuration not stated) | 7% | -15% | -1.2% | -1% | 14% | -20% | -1 | 8% | 4
Cc1ccccc1NC(=S)NCC(c1cccnc1)N(C)C (configuration not stated) | 2% | 0% | 0.3% | 0% | 7%[57.1 µM] | -21% | -3 | -3% | -4
Cn1c(/C(C#N)=C(\O)c2ccc([N+](=O)[O-])cc2)nc2ccccc21 | 9% | 1% | 6.0% | 1% | 0% | -16% | -1 | 0% | 1
O=[N+]([O-])c1ccc(O)c(Nc2ncnc3ccc(Br)cc23)c1 | 0% | 16% | 2.8% | -1% | 0%[57.1 µM] | -20% | 2 | 1% | -11
CCOc1ccc(NC(=O)CN(C)S(=O)(=O)c2ccc3c(c2)c(=O)n(C)c(=O)n3C)cc1 | -4% | -2% | 0.2% | 3% | -3% | -3% | -5 | 3% | -4
O=C(c1ccncc1)N1CCc2ccccc2C1 | -8% | -12% | 1.9% | -1% | 0% | -5% | -7 | -2% | -3
Cc1ccc(S(=O)(=O)C2(C(=O)N(C)C3CCCCC3)CC2)cc1 | 2% | 2% | -3.5% | -1% | 7%[57.1 µM] | -3% | 4 | -2% | 1

Compound activity from PubChem BioAssay.

The list is partial (hit frequency here may not be typical).
